Screening data: PubChem BioAssay, several laboratories
P. falciparum M17LAP = P. falciparum M17LAP inhibitors, primary screen, biochemical, fluorogenic H-Leu-NHMec substrate, 1536-well (AID 1619); hit rate 0.38% among 220,000; inhibition, % at 30 µM, or IC50 in µM where a hit was titrated; recombinant M17LAP, H-Leu-NHMec fluorogenic kinetic assay; higher % means a stronger effect;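 active = compound inhibiting the enzyme by more than half at any dose during confirmatory dose-response retesting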;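 also: plate controls were full reaction with DMSO carrier for no effect and no enzyme background for full effect; strong numbers were not always called active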
P. falciparum M1AAP = P. falciparum M1AAP inhibitors, biochemical, fluorogenic H-Leu-NHMec substrate, 1536-well (AID 1445); recombinant M1AAP, H-Leu-NHMec fluorogenic kinetic assay; higher % means a stronger effect; hit rate 0.42% among 220,000; Aminopeptidase N (Plasmodium falciparum (isolate 3D7)); inhibition, % at 30 µM; hits with a dose series show IC50 in µM;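 active = primary inhibition above the hit cutoff, then over 50% inhibition at one or more dose response concentrations, cut at about 23% in these data, passing the limit was not always enough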;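 also: plate controls were DMSO full reaction for no effect and no enzyme background for full effect; strong numbers were not always called active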
PMI inhibition = human PMI inhibitors, high substrate, primary screen, biochemical, fluorescence intensity, high mannose 6-phosphate (AID 1220). recombinant PMI enzyme, coupled fluorescence intensity; higher % means a stronger effect. Mannose-6-phosphate isomerase (Homo sapiens). hit rate 0.66% among 190,000. inhibition, % at 20 µM, or IC50 in µM where a hit was titrated
human PMI inhibition = inhibitors of human PMI, primary screen, biochemical, fluorescence intensity, coupled assay (AID 1209); purified PMI enzyme, coupled fluorescence intensity; higher % means a stronger effect; hit rate 0.42% among 190,000; Mannose-6-phosphate isomerase (Homo sapiens); one-dose inhibition, % at 20 µM; IC50 in µM for titrated hits;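 also: plate controls were DMSO vehicle for no effect and wells lacking substrate for full effect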
TNAP activation fold = human TNAP enzyme activators, primary screen, biochemical, luminescent, no phosphate acceptor, uHTS (AID 1001). hit rate 0.03% among 200,000. purified TNAP, luminescent activation assay, no phosphate acceptor; higher activation fold means a stronger effect. Alkaline phosphatase, tissue-nonspecific isozyme (Homo sapiens). one-dose activation fold at 20 µM; EC50 in µM for titrated hits; in the data active = activation fold from about 3, or a potency from the dose series; inactive = the rest, 99 in 100 with activation fold below about 1.6; also: many of its hits are not listed in these tables
Myeloid diff 2 = induction of myeloid progenitor differentiation, primary screen, cell-based, flow cytometry, MLPCN library. ER-HoxA9 myeloid progenitors, lysozyme-GFP differentiation. calls only at 10 µM. hit rate 1% among 360,000;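 active = normalized GFP-positive differentiation at or above the plate's own cutoff, the solvent-only control mean plus 3 SD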;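 also: cells exposed to compound for four days before flow analysis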
XIAP displacement = XIAP antagonists, biochemical, IAP family, fluorescence polarization (AID 1018); XIAP BIR domain, fluorescence polarization peptide displacement; higher % means a stronger effect; one-dose displacement, % at 20 µM; IC50 in µM for titrated hits; hit rate 0.007% among 200,000; in the data active = displacement above about 50%; also: a part of the inactive calls stands beside numbers as strong as those of hits
CSM14.1 death rescue = rescue of cells from ER stress-induced death, primary screen, 384-well, CSM14.1, thapsigargin, ATP luminescence (AID 1222) | CSM14.1 thapsigargin-induced death rescue, ATP luminescence; higher % means a stronger effect | one-dose cellular ATP content (survival), % at 20 µM; EC50 in µM for titrated hits | 190,000 tested, under 10 active;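 active = EC50 below 50 µM in the dose-response confirmation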;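 also: death triggered by thapsigargin at about 15 µM added after 2 h compound pretreatment; cell ATP read after overnight thapsigargin exposure of roughly 18 to 22 hours; normalized against plate controls of thapsigargin alone and 5% DMSO vehicle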
LYP inhibition = inhibitors of LYP phosphatase, biochemical, fluorescence intensity, uHTS (AID 1779) | inhibition, % at 11.5 µM, or IC50 in µM where a hit was titrated | hit rate 0.054% among 290,000 | recombinant LYP phosphatase, fluorescence intensity; higher % means a stronger effect;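 also: plate controls were vehicle with enzyme for no effect and no enzyme for full effect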
Myeloid diff 2 GFP+ MAC1+ % = further read-out of Myeloid diff 2, marked with its call; GFP+ MAC1+ double positive, %; measured here: differentiation confirmed by MAC1 staining
Active calls of the source: *; i = inactive; . = no result given; + = active, no number; & = joins results of further samples. Rule as the data show it, unless noted: active = inhibition above about 50%; inactive = the rest.

Fields – P. falciparum M17LAP | P. falciparum M1AAP | PMI inhibition | human PMI inhibition | TNAP activation fold | Myeloid diff 2 | Myeloid diff 2 GFP+ MAC1+ % | XIAP displacement | CSM14.1 death rescue | LYP inhibition
(1) N#C/C(=C\Nc1ccc2cn[nH]c2c1)c1nc(-c2ccc(Cl)cc2)cs1
→ 14% | 8% | -15% | -30% | 1.1 | + | 1.2* | -22% | -0.3% | -10%
(2) C=CCOC(=O)C1=C(C)NC(=O)NC1/C=C/c1ccccc1 (stereo not drawn)
→ 1% | 3% | -3% | -2% | 1 | i | 2.6 | -1.6% | 1.7% | -7%
(3) CCOC(=O)c1oc2cccc(OCC(O)CNC(C)C)c2c1C (stereo not drawn)
→ -15% | 0% | -6% | 8% | 1.1 | i | 1.6 | -2.3% | -4.8% | -4%
(4) O=C(Nc1ccc(OC(F)(F)F)cc1)C1=NCCN1
→ 7% | -5% | 6% | 8% | 1 | i | 1.3 | -1.9% | -4.8% | -5%
(5) O=C(Cn1nnc(-c2ccccc2)n1)N/N=C/c1cc([N+](=O)[O-])c(Cl)cc1Cl
→ -25% | 1% | 7% | 7% | 1.2 | i | 1.0 | -7.4% | 0.3% | -7%
(6) CCOC(=O)CN1C(=O)C(Sc2n[nH]c(-c3cccc(C)c3)n2)CCc2ccccc21 (stereo not drawn)
→ 1% | 6% | 12% | 12% | 0.9 | i | 0.9 | -2.0% | -1.3% | -2%
(7) COc1ccc(S(=O)(=O)N2CCCCC2)cc1NC(=O)Cc1c[nH]c2ccccc12
→ 4% | 9% | 16% | -4% | 1.2 | i | 0.1 | -13% | -2.0% | 12%
(8) Cc1ccc(Cl)cc1NC(=O)Nc1cccs1
→ 4% | 9% | 14% | -4% | 1.1 | i | 0.4 | -7.6% | -0.7% | 2%
(9) CCOC(=O)c1oc2cccc(O)c2c1C
→ -2% | -6% | -1% | 6% | 1.1 | i | 0.3 | -1.5% | -2.6% | -3%
(10) CCOC(=O)c1c(NC(=S)Nc2ccccc2)sc2c1CCCCC2
→ 4% | 8% | 8% | 16% | 0.9 | i | 7.6 | -2.0% | -1.8% | -10%
(11) Cn1c(NC(=O)c2ccc(Cl)cc2)cc(=O)n(C)c1=O
→ 11% | 0% | 0% | -8% | 1 | i | 0.2 | -4.5% | 0.8% | -2%
(12) Cc1ccc(CSc2sc(C(=O)c3ccccc3)c(N)c2C#N)cc1
→ 5% | 5% | -36% | -7% | 1.1 | i | 0.5 | -3.0% | 3.0% | -3%
(13) CCOC(=O)N1CCC(Nc2cccc(SC)c2)CC1
→ 2% | 2% | 34% | 8% | 1 | i | 1.9 | -5.2% | 12% | 5%
(14) COc1ccc(OC)c(CN2C(=O)c3ccccc3C2C(=O)NCc2cccnc2)c1 (stereo not drawn)
→ 2% | 13% | 3% | 5% | 1.1 | i | 3.3 | -3.1% | . | 0%
(15) CCOC(=O)C1=C(N)OC2=C(C(=O)CC(C)(C)C2)C1c1ccco1 (stereo not drawn)
→ 5% | 13% | -2% | 0% | 1.1 | i | 1.3 | -0.8% | . | 0%
(16) COc1ccccc1N1CCN(CC(O)COc2cccc3ccccc23)CC1 (stereo not drawn)
→ -4%&-6% | 16%&-1% | 2%&0% | -13%&7% | 1&1 | i | 7.2&2.8 | -26%&-2.6% | -1.5%&-3.6% | 2%&-6%
(17) Cc1cc(/C=C(\C#N)C(=O)N2CCOCC2)c(C)n1C1CCCC1
→ 23% | 13% | . | . | . | i | 0.4 | . | . | -7%
(18) O=C(NCc1cccnc1)c1c(O)c2cccc3c2n(c1=O)CCC3
→ 14% | 5% | -26% | -6% | 1 | i | 0.8 | -4.9% | 6.2% | -2%
(19) C/C(=N\Nc1ccccn1)c1ccc(C(C)C)cc1
→ 1% | -3% | 12% | 1% | 1.1 | i | 0.2 | -4.2% | . | 5%
(20) O=C(COC(=O)CCc1nc2ccccc2s1)Nc1ncc(Cl)cc1Cl
→ 8% | 4% | -16% | -8% | 1.1 | i | 1.7 | -6.5% | -2.2% | 6%

Random excerpt: two entries already listed.
Fields – P. falciparum M17LAP | P. falciparum M1AAP | PMI inhibition | human PMI inhibition | TNAP activation fold | Myeloid diff 2 | Myeloid diff 2 GFP+ MAC1+ % | XIAP displacement | CSM14.1 death rescue | LYP inhibition
(16) COc1ccccc1N1CCN(CC(O)COc2cccc3ccccc23)CC1 (stereo not drawn)
→ -4%&-6% | 16%&-1% | 2%&0% | -13%&7% | 1&1 | i | 7.2&2.8 | -26%&-2.6% | -1.5%&-3.6% | 2%&-6%
(19) C/C(=N\Nc1ccccn1)c1ccc(C(C)C)cc1
→ 1% | -3% | 12% | 1% | 1.1 | i | 0.2 | -4.2% | . | 5%

Individual results from the entries so far.
PMI inhibition result of COc1ccc(S(=O)(=O)N2CCCCC2)cc1NC(=O)Cc1c[nH]c2ccccc12 : 16%
CSM14.1 death rescue result of O=C(COC(=O)CCc1nc2ccccc2s1)Nc1ncc(Cl)cc1Cl : -2.2%

The results go on:
Fields – P. falciparum M17LAP | P. falciparum M1AAP | PMI inhibition | human PMI inhibition | TNAP activation fold | Myeloid diff 2 | Myeloid diff 2 GFP+ MAC1+ % | XIAP displacement | CSM14.1 death rescue | LYP inhibition
(21) Cc1ccc(-n2nnc3c(=O)n(CC(=O)c4ccccc4)cnc32)cc1
→ 4% | -2% | 4% | 5% | 0.9 | i | 1.5 | -3.9% | -2.2% | 0%
(22) Cc1nn(Cc2ccccc2)c(Cl)c1/C=N/NC(=O)c1cccnc1
→ -4% | -4% | 4% | 13% | 1.1 | i | 0.5 | -17% | -1.8% | 3%
(23) CCOC(=O)C1C(c2ccc(C)o2)NC(=O)NC1(O)C(F)(F)F (stereo not drawn)
→ 1% | -4% | 3% | 3% | 1.1 | i | 0.4 | -1.4% | -1.0% | -2%
(24) O=C(Nc1sc2c(c1C(=O)O)CCCCC2)c1ccccc1F
→ 71µM* | 12% | 3% | 8% | 1.1 | i | 0.2 | 3.3% | -4.0% | 0%
(25) COC(=O)CC1SC(=O)NC1=O (stereo not drawn)
→ 1% | -3% | 1% | 3% | 1.1 | i | 1.1 | -3.6% | 0.7% | -2%
(26) COc1ccc(-c2nnc(SCC(=O)c3cccs3)o2)cc1
→ -7% | 6% | -2% | -11% | 1 | i | 1.0 | -7.0% | -0.3% | 4%
(27) COc1ccc(N=C2C(=Nc3ccc(OC)cc3)N(c3ccccc3)C(=S)N2C(=O)c2ccc(Cl)cc2)cc1
→ -3% | 2% | 0% | 0% | 0.9 | i | 0.8 | 0.2% | 2.1% | 2%
(28) O=C(COC(=O)/C=C/c1ccc(Cl)cc1Cl)NCc1ccco1
→ 6% | 1% | -12% | -13% | 1.1 | i | 0.5 | -4.8% | 2.2% | -6%
(29) Cc1cccc(Nc2nnc(SCC(=O)NC(=O)Nc3ccc4c(c3)OCCO4)s2)c1
→ 18% | 4% | 8% | 9% | 1.1 | i | 0.1 | -10% | 0.6% | 1%
(30) Cc1cc(C(=O)COc2cccnc2[N+](=O)[O-])c(C)n1-c1ccccc1F
→ -8% | -4% | . | . | . | i | 0.8 | . | . | -2%
(31) CCc1ccc(OCCOCC(O)CNC(C)(C)C)cc1 (stereo not drawn)
→ 9% | 6% | -1% | 6% | 1.1 | i | 0.2 | -2.7% | 3.9% | -8%
(32) Cc1cc(C)cc(NC(=S)NCc2cccnc2)c1
→ 9% | 11% | -11% | -12% | 1 | i | 0.6 | -4.6% | -7.7% | 1%
(33) COc1cnc(-c2ccccn2)nc1Oc1ccc(Cl)c2ccccc12
→ -9% | -1% | -1% | 3% | 1.1 | i | 1.0 | -0.4% | 3.8% | 2%
(34) O=C(Nc1nccs1)c1c(O)c2cccc3c2n(c1=O)CCC3
→ -6% | 12% | -2% | -4% | 1 | . | . | -3.9% | -1.8% | -8%
(35) Cc1nn(CCCC(=O)O)c(C)c1[N+](=O)[O-]
→ 3% | 3% | 0% | 0% | 1.1 | i | 0.4 | -6.0% | -0.8% | -3%
(36) CCOC(=O)c1cnc(SC)nc1Oc1cccc(NS(=O)(=O)c2ccc(F)cc2)c1
→ -8% | 2% | 12% | 12% | 1.1 | i | 0.8 | -10% | -0.8% | 0%
(37) Cc1cc(C)n(C(=O)COc2ccccc2[N+](=O)[O-])n1
→ 0% | 14% | . | . | . | i | 0.6 | . | . | -8%
(38) Cc1ccc(NC(=S)Nc2cccc3cnccc23)cc1
→ 12% | -5% | . | 80%* | 1.1 | i | 1.1 | -1.8% | -0.1% | 4%
(39) CCC(=O)N1CCN(c2ccc(OC)cc2[N+](=O)[O-])CC1
→ 4% | 3% | 16% | 12% | 1 | i | 16 | 0.0% | -2.1% | 3%
(40) O=C(c1cccnc1NCc1ccc(F)cc1)N1CCOCC1
→ 12% | 1% | 6% | 3% | 1.1 | i | 0.9 | -0.9% | -2.1% | -3%

3 entries from above, reformatted:
No.	Compound	P. falciparum M17LAP	P. falciparum M1AAP	PMI inhibition	human PMI inhibition	TNAP activation fold	Myeloid diff 2	Myeloid diff 2 GFP+ MAC1+ %	XIAP displacement	CSM14.1 death rescue	LYP inhibition
28	O=C(COC(=O)/C=C/c1ccc(Cl)cc1Cl)NCc1ccco1	6%	1%	-12%	-13%	1.1	i	0.5	-4.8%	2.2%	-6%
29	Cc1cccc(Nc2nnc(SCC(=O)NC(=O)Nc3ccc4c(c3)OCCO4)s2)c1	18%	4%	8%	9%	1.1	i	0.1	-10%	0.6%	1%
30	Cc1cc(C(=O)COc2cccnc2[N+](=O)[O-])c(C)n1-c1ccccc1F	-8%	-4%	.	.	.	i	0.8	.	.	-2%

Further records:
Fields – P. falciparum M17LAP | P. falciparum M1AAP | PMI inhibition | human PMI inhibition | TNAP activation fold | Myeloid diff 2 | Myeloid diff 2 GFP+ MAC1+ % | XIAP displacement | CSM14.1 death rescue | LYP inhibition
(41) COc1ccc(C2C3=C(CCCC3=O)Nc3nc(C(F)(F)F)nn32)c(OC)c1OC (stereo not drawn)
→ 9% | 2% | -7% | 4% | 1 | i | 1.0 | -6.0% | -3.9% | -1%
(42) COCCn1c(-c2ccc(OC)cc2)cnc1SCC(=O)Nc1ccc(OC)cc1OC
→ 9% | 4% | 3% | 7% | 1.2 | i | 0.3 | -3.6% | -1.7% | -8%
(43) CSc1nc2cc(C)nn2c(-c2ccccc2Cl)c1C#N
→ -1% | -1% | . | . | . | i | 0.6 | . | . | -3%
(44) O=C(CCc1nc2ccccc2n1-c1ccccc1)NCCO
→ 9% | 4% | 5% | 4% | 1.2 | i | 0.3 | 3.4% | 0.4% | -9%
